# Screens from PubChem BioAssay.
# KDM5B inhibitor = KDM5B demethylase inhibition. Q9UGL1. Potency, µM (top dose mostly 57.7 µM), for the others: top-dose activity change, negative = inhibition, actives largely listed as inhibitors. AID 1347165. KDM5B demethylase, FDH-coupled NADH fluorescence (FDH is formaldehyde dehydrogenase). hit rate 2.6% among 220,000; active means well fitted inhibition curve with a large enough effect; inconclusive means small, poorly fitted or top-dose-only effect; inactive means no such curve, though single readings can be large or run the other way; further: 0% is about no effect; nearly all actives have a fitted effect of over 70% in size
#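 qHTS format, multiple compound concentrations. Buffer 50 mM HEPES pH 7.5/0.01% Tween-20; 200 nM KDM5BΔAP final; 10 min compound preincubation; substrate-mix levels 12.5 µM peptide, 25 µM α-KG, 0.25 mM NAD⁺; 30 min RT; ΔRFU.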
# Starred values were filed as active, the others as inactive; ? = inconclusive; [ ] = another dose, or the depositor's remark. Potency means the concentration at half of the fitted maximal effect. These rows are one share of the data. The share of hits here may be higher or lower than overall.
Molecule	KDM5B inhibitor
O=C(c1ccncc1)N1CCC2(CC1)N=C(c1ccc(Cl)cc1)NO2	-30%
COc1ccc(CCNC(=O)c2ccc(Cn3c(SCc4ccccc4)nc4cccnc43)cc2)cc1	?
CN[C@H](C(=O)N[C@H]1C[C@@](O)(C(=O)N[C@H](Cc2c[nH]c3ccccc23)C(N)=O)C[C@@H](O)[C@@H]1O)C(C)C	-13%
Cc1ccc(CNC(=O)Cn2c(-c3ccc(F)cc3)nc(C)c(CCO)c2=O)cc1	0%
CCCCCNc1nc2ccccc2nc1NS(=O)(=O)c1cccc(Cl)c1	-13%
CC(C)c1ccc(CNc2nc(-c3ccco3)nn2S(=O)(=O)c2ccc(F)cc2)cc1	?
O=C(/C=C/c1ccc(-c2ccc(F)cc2)o1)N(C1CCCCC1)C1CCCCC1	-12%
COc1ccccc1NC(=O)c1cnc(Nc2ccc(C)c(Cl)c2)c2ccccc12	-33%
CCC1(c2ccccc2)NC(=O)N(Cc2coc(-c3cccs3)n2)C1=O (stereo unspecified)	-20%
O=C(O)c1ccc(-c2ccc(CNCc3ccccc3)o2)cc1	?
O=C(Nc1ccc(Oc2cccnc2)cc1)C1CCN(CCCc2ccccc2)CC1	29%
CC(=O)N1CCCC1c1nc2ccccc2n1Cc1ccccc1 (stereo unspecified)	?
COc1ccc(CNC(=O)c2cccc3c2C(=O)N(c2ccc(OC)cc2)C3)cc1	?
CCNC(=O)CCC[C@@H]1[C@H]2CCCN3CCC[C@@H](CN1C(C)=O)[C@@H]23	?
COc1cccc(C(=O)N2CCC3(CC2)NC(=O)N(c2cccc(F)c2)N3)c1	9%
COc1cccc(C(=O)Nc2ccc3c(c2)C(=O)N(CC2CCCO2)C3=O)c1 (stereo unspecified)	?
COc1ccc(CNC(=O)c2cnc3sc(N4CCOCC4)nn3c2=O)cc1	?
CC1CN(C(=O)N2CCC(C(=O)N3CCN(c4ccccc4)CC3)CC2)c2cc(Cl)ccc2O1 (stereo unspecified)	2%
CC(C)C(=O)N1CC(n2cc(COc3ccc(F)cc3)nn2)C1	-24%
CCN1CCC2(CCC1=O)CN(Cc1nc3c(cnn3C)c(=O)[nH]1)CCN2C (stereo unspecified)	?
O=C(CCn1nnc2ccccc21)OCC(=O)c1cccc(Br)c1	12%
CCn1c(CN2CCOCC2)nnc1SCC(=O)c1cc(C)n(CC)c1C	8%
Cc1ccc(CNC(=O)N2CCCC(n3c(C)cnc3C3CCOCC3)C2)cc1 (stereo unspecified)	17%
CC1(c2ccccc2)CCCN(c2cncc(C(=O)N3CCOCC3)n2)C1 (stereo unspecified)	?
Cc1cc(C)cc(NC(=O)CSc2nc3c(cnn3-c3ccc(F)cc3)c(=O)[nH]2)c1	-9%
Cc1ccc2c(c1)C(CS(=O)(=O)NCCc1ccccc1)NC2 (stereo unspecified)	?
CCn1c(=O)c(C(=O)Nc2ccc(C(C)=O)cc2)nc2ccccc21	13%
CCOc1cc(/C=N/NC(=O)CCn2nc(C)cc2C)ccc1O	30%
COc1ccc(C(=O)N[C@H]2CO[C@H]3[C@@H]2OC[C@@H]3Nc2nccc(-c3ccccc3OC)n2)cc1	?
Cc1ccc(C(=O)N2CCc3nc(C4CC4)nc(-c4ccc(Cl)cc4)c3CC2)cc1	-20%
COc1ccccc1CNC(=O)CCC1N=C2c3ccccc3N=C(SCC(N)=O)N2C1=O (stereo unspecified)	?
OCC1CCCCN1CCNC1CCN(c2ccc3c(c2)OCO3)CC1 (stereo unspecified)	-3%
CC(C)NC(=O)C(C)[C@@H]1CC[C@@]2(C)CC[C@H](NC(=O)c3cncnc3)[C@@H](C)[C@@H]2[C@H]1O (stereo partly specified)	3%[86.2 µM]
COc1ccc(-c2c(-c3ccc4ccccc4c3)[nH]c3c2c(=O)[nH]c(=O)n3C)cc1	?
COc1cc(NC(=O)CCn2nc(C)cc2C)cc(OC)c1OC	7%
CSc1ncccc1C(=O)Nc1cc(S(=O)(=O)N(C)C)cc(C)c1C	-11%
CCc1ccc(C(=O)COC(=O)C(Cc2c[nH]c3ccccc23)NC(=O)c2ccc(CC)cc2)cc1 (stereo unspecified)	-35%
Cc1ccccc1Cn1c(C(=O)O)c(CNCc2cccc(F)c2)c2ccccc21	-49%
CCCCc1c(C)nn(-c2nc(CC(=O)Nc3cccc(C(C)=O)c3)cs2)c1C	-23%
C#CCN(C)Cc1nc(C2(O)CCN(C3CCC3)CC2)cs1	-14%[86.2 µM]
Cc1c(Cl)cccc1NC(=O)CSc1ncccc1C(=O)Oc1ccccc1Cl	-6%
N#Cc1cc2c(nc1N1CCN(C(C(=O)O)c3c[nH]c4cc(Cl)ccc34)CC1)CCCC2 (stereo unspecified)	?
O=C(/C(C=Nc1ccccc1F)=C(/O)c1ccco1)C(F)(F)F	-7%
O=c1n(Cc2ccccc2)nc2n1CCN(S(=O)(=O)Cc1ccccc1)CC2	-17%
Cc1ccc(NC(=O)c2ccccc2Br)c(C(=O)c2ccccc2)c1	-8%

# 3 of the entries above in order of their number in KDM5B inhibitor, rising.
Molecule	KDM5B inhibitor
Cc1ccccc1Cn1c(C(=O)O)c(CNCc2cccc(F)c2)c2ccccc21	-49%
CSc1ncccc1C(=O)Nc1cc(S(=O)(=O)N(C)C)cc(C)c1C	-11%
O=C(/C(C=Nc1ccccc1F)=C(/O)c1ccco1)C(F)(F)F	-7%

# The listing continues:
Molecule	KDM5B inhibitor
NC(=O)c1cc[nH]c1C1CCCN(S(=O)(=O)c2ccc3c(c2)OCCO3)C1 (stereo unspecified)	8%
Cc1cccc(C2c3cc(OCc4nc(C(=O)NC(C)C)co4)ccc3CCN2C(=O)C2CC2)c1 (stereo unspecified)	2%
COc1ccc(Cl)cc1NC(=O)CCc1ncc(-c2ccccc2)o1	-9%
O=C(Nc1ccc(F)cc1F)c1cc(CN2CCOCC2)on1	-9%
CCOC(=O)C1=C(CN(C)Cc2ccccc2C)NC(=O)NC1c1ccc(Cl)cc1 (stereo unspecified)	8%
Cc1cccc(NC(=O)c2csc3c2CCCC3)c1C	-1%
CCN(C(=O)Cn1nc(Cc2cccnc2)c2ccccc2c1=O)c1ccc(C)c(C)c1	11%
CCOC(=O)c1cnc2ccc(C)cc2c1Nc1ccc(N(CC)CC)cc1	?
CSCC(=O)N[C@H]1CCN2C(=O)c3cc(-c4ccccc4)ccc3NC(=O)[C@H]12	-1%[86.2 µM]
CCCCNS(=O)(=O)c1ccc(C)c(-c2nnc3c4ccccc4c(C)nn23)c1	?
O=C(COc1ccc(F)cc1)N1CCC2(CCCCO2)CC1	-2%
CCOC(=O)C1(CCCc2ccccc2)CCN(C(=O)Cn2nc(C)nc2C)CC1	-4%
COc1cccc2c1cc1c(=O)n(CC(=O)NCc3ccc(C)o3)nc(C)n12	?
CCNC(=O)c1coc(COc2ccc3c(c2)C(c2ccc(F)cc2)N(C(=O)CC(C)C)CC3)n1 (stereo unspecified)	-3%
COc1ccc(-c2nc(C#N)c(N3CCCCC3)o2)cc1OC	-168%

# An excerpt of these results, with values ahead of the structure.
KDM5B inhibitor	Structure
?	CCCCNS(=O)(=O)c1ccc(C)c(-c2nnc3c4ccccc4c(C)nn23)c1
-2%	O=C(COc1ccc(F)cc1)N1CCC2(CCCCO2)CC1
-4%	CCOC(=O)C1(CCCc2ccccc2)CCN(C(=O)Cn2nc(C)nc2C)CC1
?	COc1cccc2c1cc1c(=O)n(CC(=O)NCc3ccc(C)o3)nc(C)n12
-3%	CCNC(=O)c1coc(COc2ccc3c(c2)C(c2ccc(F)cc2)N(C(=O)CC(C)C)CC3)n1 (stereo unspecified)
-168%	COc1ccc(-c2nc(C#N)c(N3CCCCC3)o2)cc1OC

# Going on with the list.
Molecule	KDM5B inhibitor
O=C(Nc1ccc2nc[nH]c(=O)c2c1)c1ccc(F)cc1F	21%
COc1ccc(Cn2c3c(c(=O)n2Cc2ccccc2)CCN(C(=O)CCc2cccnc2)C3)cc1	-1%
O=C(CCCc1ccccc1)N1CCCCCC1c1nc(C2CC2)no1 (stereo unspecified)	-21%
Cc1cc(C)n(Cc2cccc(C(=O)N3Cc4ccccc4C(O)C3)c2)n1 (stereo unspecified)	16%
c1csc(-c2nc(N3CCOCC3)c3ccccc3n2)c1	-9%
O=C(N[C@@H]1CNCCC[C@H]1O)c1ccc(OCCN2CCCC2)cc1	9%[86.2 µM]
CC(C)CNC(=O)NC(=O)CSC1=Nc2ccccc2CS1	26%
Cc1nc2ccc(C(=O)N3CCOC(C)C3)cc2nc1C (stereo unspecified)	7%
CCCNc1c(NC(=O)c2ccc3c(c2)OCO3)c(=O)oc2ccccc12	5%
CN1CCN(C(=O)CC[C@@H]2CNC(=O)[C@@H]3C[C@H](NC(=O)Nc4ccccc4)CN23)CC1	-30%[86.2 µM]
COc1ccc(/C=C/c2nc(C#N)c(N(C)C)o2)cc1OC	?
CCS(=O)(=O)NCCc1csc2nc(-c3ccc(C)cc3)nn12	-5%
Cc1ccc(S(=O)(=O)N(Cc2cc3ccccc3[nH]c2=O)c2cccc(C)c2)cc1	?
CC1(NC(=O)Nc2cccc3ccccc23)CCS(=O)(=O)C1 (stereo unspecified)	?
N#Cc1ccccc1OCc1cccc(C(N)=O)c1	-18%
CC1CCN(C(=O)c2cc3c(s2)CCC(C(=O)O)C3)CC1 (stereo unspecified)	6%
COc1ccc(CC(=O)N2CC[C@H]3CC(=O)N(Cc4ccccc4)CC[C@H]3C2)cc1	12%[86.2 µM]
O=C1NCCCCCCN(C(=O)Nc2ccccc2)[C@H]2C[C@H](c3nc(-c4cccnc4)no3)C[C@@H]12	3%
O=C(CSc1nnc(-c2ccc(S(=O)(=O)N3CCCCCC3)cc2)o1)c1ccccc1	-11%
c1ccc(Oc2nccn3c(-c4ccc(CNCc5ccn[nH]5)cc4)cnc23)cc1	?
CCCn1c(=N)n(CC(=O)c2ccc(Cl)c(Cl)c2)c2ccccc21	-7%
O=C(O)C#CC12CC3CC(CC(C3)C1)C2	24%
COc1cc(-c2nnc(-c3cccc4ccccc34)o2)cc(OC)c1OC	?
CN(Cc1ccc(-c2ccccc2)cc1)C(=O)c1ccc(Cl)nc1	-24%[86.2 µM]
COc1cccc(CNC(=O)CCCN2C(=O)CSc3c2c(C)nn3-c2ccccc2)c1OC	-44%
CC1CCC(NC(=O)c2ccccc2S(C)(=O)=O)CC1 (stereo unspecified)	13%
CC(C)Oc1ccc(CNC(=O)c2ccc3c(c2)N(C)C(=O)C2CCCCN32)cc1 (stereo unspecified)	?
CCc1cccc2c(C(=O)CSc3nnnn3C3CCCC3)c[nH]c12	4%
Cc1nn2c(=O)cc(COc3ccc(/C=C(\C#N)C(=O)Nc4ccccc4C)cc3)nc2s1	-19%
O=C(CC1CCCC1)NC12CC3CC(CC(C3)C1)C2	20%
Cc1cc(C(=O)Nc2ccc(C(O)[C@H]3COCC(=O)N3Cc3ccc(C(F)(F)F)cc3)cc2)n(C)n1 (stereo partly specified)	8%
Cc1cc(C)c(/C=C/C(=O)c2cccnc2)cc1C	0%
O=C(Nc1ccc2c(c1)OCCCO2)c1ccc(SCc2cscn2)cc1	9%
CCCSc1ncc(Cl)c(C(=O)Nc2sc(C(C)=O)c(C)c2C(=O)OCC)n1	24%
N#Cc1ccccc1Sc1ccccc1C(=O)OCC(=O)Nc1ccc(N2CCOCC2)cc1	8%
O=C(NCc1cccc(F)c1)c1ccc(CN2C(=O)CSc3ncccc32)cc1	1%
COc1cc(OC)c(NC(=O)CCCn2nc(C)c3sc4ccccc4c3c2=O)cc1Cl	-18%
S=c1nccc(-c2ccccc2)[nH]1	?
COc1ccc(CN2CCOC[C@H](OCC(=O)N(C)C)C2)cc1	-17%[86.2 µM]
CCc1ccc(-c2nc(SCc3nc4cc(S(=O)(=O)N(C)C)ccc4n3CC)n[nH]2)cc1	-7%
COc1ccc(CNC(=O)N2CCC3(CC2)CC(OC)CCO3)cc1 (stereo unspecified)	-2%
Cc1ccc(CN2CCC3(Cc4ccccc4CNC3=O)C2)cc1C (stereo unspecified)	4%[149 µM]
CCOc1ccc(CN(C)c2nn3c(=O)cc(C)nc3s2)cc1	1%
COc1ccccc1-n1nc(CC(N)=O)nc1C1CCCCn2nnnc21 (stereo unspecified)	-1%
Cc1cc(=O)oc2cc(OCc3ccc(C(=O)OCC4CCCO4)cc3)ccc12 (stereo unspecified)	?
CSCCC(NC(=O)c1ccccc1)C(=O)NNC(=O)c1csc(N2CCOCC2)n1 (stereo unspecified)	?
CC(C)C(=O)NCCCOC1CCCCC1	-6%
CC(C)c1nc2c(c(-c3ccc(Cl)cc3)n1)CCN([S+](=O)([O-])c1cccs1)CC2	8%[115 µM]
O=C(NCCn1c(=O)c(=O)[nH]c2ccccc21)C1CC(=O)N(c2n[nH]c3ccccc23)C1 (stereo unspecified)	?
Cc1c(S(=O)(=O)c2ccccc2)c(NC(=O)C(C)C)n(Cc2ccccc2)c1C	12%
COc1ccc(-c2nc(CN3CCC(F)(F)CC3)c(C)o2)c(OC)c1C	5%
Fc1ccc(/C=N/Nc2ccc(F)cc2)cc1	4%
CCS(=O)(=O)N(C1CC1)C1CCOC2(CCN(C(=O)c3cccc(F)c3)CC2)C1 (stereo unspecified)	-13%
CCOc1ccc(NC(=O)C(C)Oc2ccc(F)cc2)c2cccnc12 (stereo unspecified)	-3%
O=C(Cc1ccc(-c2ccccc2)cc1)NCCS(=O)(=O)N1CCN(c2ccccc2F)CC1	-1%
COc1ccc(CNC(=O)CN2C(=O)C(c3ccccc3)=NC23CCCC3)cc1OC	9%
CN(C)c1cc(CNC(=O)Nc2nnc(C3CC3)s2)ccn1	?
